Compound activity: PubChem, several laboratories
Platelet DG rel = modulates dense granule release in human platelets; human platelet-rich plasma, SFLLRN dense granule ATP release, luminescence; 300,000 tested, 0.22% active; inhibition, %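 (compounds screened at 7.5 µM in platelet-rich plasma)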;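 active means mean replicate score, as percent of positive control, at or above 50; inconclusive means mean below 50 but at least one replicate at or above 50; inactive means mean and every replicate below 50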
HDAC3 inhib = human HDAC3 inhibition | inhibition, % at 8.3 µM | O15379 | 320,000 tested, 0.15% active | recombinant HDAC3, fluorogenic peptide/trypsin coupled, fluorescence; in the data active means inhibition above about 26%, passing the limit was not always enough; inconclusive means no clear call, values can overlap the other calls
GSK3beta inhib = blocks human GSK3beta kinase activity; AID 2097; activity score (negative = inhibition), % at 10 µM; 300,000 tested, 0.038% active; P49841; GST-GSK3beta kinase, ADP-Glo luminescence, 60 min; active compounds read low;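 active means more than half of replicate wells score below -50%, meaning over 50% inhibition versus plate controls; inconclusive means some replicates but at most half score below -50%; inactive means no replicate scores below -50%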;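 further: 0% = median DMSO wells and -100% = median GW8510 positive control wells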
Target sequence (P49841 whole entry, looked up): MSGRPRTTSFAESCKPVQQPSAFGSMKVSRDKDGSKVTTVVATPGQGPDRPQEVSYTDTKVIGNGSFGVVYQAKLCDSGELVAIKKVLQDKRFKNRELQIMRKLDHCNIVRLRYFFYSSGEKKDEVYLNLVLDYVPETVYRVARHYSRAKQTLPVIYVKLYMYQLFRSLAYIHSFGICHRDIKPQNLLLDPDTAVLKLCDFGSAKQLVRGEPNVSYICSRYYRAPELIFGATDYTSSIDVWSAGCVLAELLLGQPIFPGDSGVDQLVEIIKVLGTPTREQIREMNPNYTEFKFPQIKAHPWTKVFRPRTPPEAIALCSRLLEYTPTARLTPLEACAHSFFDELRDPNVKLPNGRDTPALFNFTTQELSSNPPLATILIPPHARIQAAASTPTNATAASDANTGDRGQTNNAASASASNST
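Test system – GST-tagged human GSK3beta kinase, cell-free · Incubation – 60 min enzyme reaction, room temperature · Signal – ADP-Glo luminescence · Also added – peptide substrate and ATP at 25 µM · Controls – DMSO neutral wells and GW8510 at 20 µM as positive · Buffer or medium – Tris/MgCl2 kinase buffer · Measure – Luminescence-derived activity versus plate DMSO and GW8510 wells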
PolyA inh = inhibitors of polyadenylation in S. cerevisiae. 300,000 tested, 0.02% active. S. cerevisiae SKY197-pL101 polyadenylation reporter, beta-gal luminescence; efflux-impaired pdr1/pdr3 knockout yeast; score 100 = 6 SD above DMSO. calls only at 12 µM;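 active means lowest replicate activity score at least 50, where 100 means six control SD above control mean; inconclusive means lowest score under 50 but half or more replicates reach 50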;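 further: yeast exposed to compound for 9 h at 30 °C; higher score means more reporter readthrough which indicates perturbed polyadenylation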
HSP90 refold inh = HSP90 refolding inhibition in rabbit reticulocyte lysate; luciferase refolding luminescence, 3 h; inhibition, % at 5.6 µM; 290,000 tested, 0.91% active;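 active means inhibition above the screen-wide mean plus 3 SD, computed separately per campaign, cut at about 16% in these data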;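 further: 0% = DMSO wells and 100% = 60 µM geldanamycin wells; inhibitors lower the luminescence because luciferase stays unfolded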
Dyrk1A ADPGlo = inhibitors of rat Dyrk1A kinase | ADP-Glo luminescence, NFATc1 peptide | inhibition, % at 12.5 µM | 310,000 tested, 0.43% active; in the data active means inhibition above about 50%;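 further: plate controls were vehicle with enzyme for no effect and no enzyme for full effect; many of its hits are not listed in these tables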
HSF1 inh = HSF1 inhibition; activity change, negative = inhibition, % at 7.5 µM (by protocol); 300,000 tested, 0.77% active; AID 2098; NIH3T3-HGL HSE-luciferase, MG132-induced, luminescence 8 h; active compounds read low;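 active means more than half of replicate wells show activity change below -50%, luminescence cut by over half; inconclusive means some wells, but at most half, below -50%; inactive means no replicate well below -50%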;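 further: luciferase reports HSF-1 transcriptional activity via heat shock element; 0% = median of DMSO wells and -100% = zero luminescence signal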
HSF1 activator = increases HSF-1 driven luciferase reporter signal | 300,000 tested, 1.7% active | AID 504408 | NIH3T3-HGL HSF-1 luciferase reporter, MG132, 8 h; 100% = twice DMSO control signal | activation, % at 9 µM;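 active means mean replicate activation of at least 50% with a set share of replicates each reaching 50%; inconclusive means only one of those two conditions met; inactive means mean below 50% and too few replicates reaching it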;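 further: 0% = median of the neutral control wells and 100% = twice that signal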
AI-2 QS mod = modulates the Vibrio harveyi AI-2 quorum sensing system | Vibrio harveyi JMH597 AI-2 luminescence/OD600 ratio, 9 h; active compounds read low; strain lacks LuxN and CqsS sensors; 0 = neutral-control median | activity change, % at 7.5 µM | 300,000 tested, 0.4% active; in the data active means activity change below about -75%, passing the limit was not always enough; inconclusive means no clear call, values can overlap the other calls;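 further: luminescence divided by OD600 gain over 9 h not by final OD600 alone; inactives centre near 13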
GSK3 alpha inh = inhibitors of human GSK-3 alpha kinase; ADP-Glo luminescence, 60 min; P49840; 320,000 tested, 0.1% active; inhibition, % at 10 µM;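 in the data active means inhibition above about 50%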;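 further: GST-tagged GSK-3 alpha with peptide substrate and 25 µM ATP; 0% = DMSO neutral wells and 100% = GW8510 positive control wells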
Target sequence (P49840 whole entry, looked up): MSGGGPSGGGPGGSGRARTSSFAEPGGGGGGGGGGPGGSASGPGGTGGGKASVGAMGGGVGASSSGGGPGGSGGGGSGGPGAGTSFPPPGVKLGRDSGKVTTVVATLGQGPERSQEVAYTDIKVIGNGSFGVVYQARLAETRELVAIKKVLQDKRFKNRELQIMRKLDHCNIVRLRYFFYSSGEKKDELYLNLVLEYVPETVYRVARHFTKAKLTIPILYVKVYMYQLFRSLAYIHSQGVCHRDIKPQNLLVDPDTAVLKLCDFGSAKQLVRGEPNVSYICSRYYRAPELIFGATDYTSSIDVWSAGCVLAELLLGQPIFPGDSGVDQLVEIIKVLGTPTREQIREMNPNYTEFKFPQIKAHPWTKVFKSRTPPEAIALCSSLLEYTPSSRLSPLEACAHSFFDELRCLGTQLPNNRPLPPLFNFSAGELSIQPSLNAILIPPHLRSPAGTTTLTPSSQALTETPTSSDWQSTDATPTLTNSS
The depositor's hits bear a star; i = inactive; ? = inconclusive; / = not tested or not shown. These rows are one share of the data (hit frequency here may not be typical).

HDAC3 inhib	Platelet DG rel	GSK3beta inhib	AI-2 QS mod	HSF1 activator	GSK3 alpha inh	PolyA inh	HSF1 inh	HSP90 refold inh	Dyrk1A ADPGlo	molecule
-1	-5	5	10	-18	-1	i	-4	-3	4	CCOc1ccc(CCNC(=O)CCC(=O)N2CCOc3ccccc32)cc1OCC
3	1	4	2	0	-1	i	1	0	2	O=C(NCc1cccnc1)c1nc(-c2ccc(C(F)(F)F)cc2)no1
19	-4	-3	21	1	2	i	7	3	58*	CCCc1cc(-c2[nH]ncc2-c2ccc3c(c2)OCCCO3)c(O)cc1O
-4	3	0	14	16	-1	i	15	-2	-4	O=C(CN1C(=O)/C(=C/c2ccccc2)Sc2ccccc21)NCCCN1CCOCC1
4	-3	0	-15	11	0	i	-6	2	4	O=S(=O)(c1ccccc1)N1CCN(c2nnnn2-c2ccccc2)CC1
2	0	2	5	9	-1	i	7	3	8	Cc1cc(C)c(C#N)c(N2CCN(Cc3ccc4c(c3)OCO4)CC2)n1
1	-1	0	23	6	-2	i	7	-4	0	O=C(CCNC(=O)c1ccco1)Nc1ccc(Cl)c(C(F)(F)F)c1
0	-3	0	30	2	1	i	-3	0	7	CCOC(=O)c1c(C)oc(/N=C/c2ccccc2O)c1C#N
-4	-7	1	21	-3	2	i	-10	0	-3	CC(=O)Nn1cc2c(=O)n(C)c(=O)n(C)c2c1
-3	-4	-1	37	8	0	i	-5	2	7	O=C(NCCc1cccc(F)c1)C1CCN(S(=O)(=O)c2ccccc2)CC1
9	1	0	21	0	-1	i	-1	9	2	CCCNC(=O)C(NS(=O)(=O)c1cccc2nsnc12)c1ccccc1 (centres undefined)
3	-1	-1	5	-14	-2	i	-8	4	/	CC(=O)OCC(OC(C)=O)C(OC(C)=O)C(OC(C)=O)C(=O)Nc1ccccc1C (centres undefined)
7	7	6	14	-3	-1	i	0	0	2	Cc1ccc(C)c(NC(=O)C2CCCN2S(=O)(=O)c2ccc3c(c2)n(C)c(=O)c(=O)n3C)c1 (centres undefined)
1	4	0	21	-16	-1	i	-9	0	-2	C/C(=N/NC(=O)c1cccc(C)c1)c1c(O)cc(C)oc1=O
0	0	7	29	6	0	i	-5	-2	-4	CCOc1cc(CN2CCN(c3ncccn3)CC2)ccc1OC

Compounds from the list above that contain a cyano group, in the order listed:
HDAC3 inhib	Platelet DG rel	GSK3beta inhib	AI-2 QS mod	HSF1 activator	GSK3 alpha inh	PolyA inh	HSF1 inh	HSP90 refold inh	Dyrk1A ADPGlo	molecule
2	0	2	5	9	-1	i	7	3	8	Cc1cc(C)c(C#N)c(N2CCN(Cc3ccc4c(c3)OCO4)CC2)n1
0	-3	0	30	2	1	i	-3	0	7	CCOC(=O)c1c(C)oc(/N=C/c2ccccc2O)c1C#N

Returning to the listing with the 2 entries that preceded the break.
HDAC3 inhib	Platelet DG rel	GSK3beta inhib	AI-2 QS mod	HSF1 activator	GSK3 alpha inh	PolyA inh	HSF1 inh	HSP90 refold inh	Dyrk1A ADPGlo	molecule
1	4	0	21	-16	-1	i	-9	0	-2	C/C(=N/NC(=O)c1cccc(C)c1)c1c(O)cc(C)oc1=O
0	0	7	29	6	0	i	-5	-2	-4	CCOc1cc(CN2CCN(c3ncccn3)CC2)ccc1OC
-3	9	-2	17	7	-1	/	7	/	/	COc1ccccc1CC(=O)N1CCN(c2ccc(F)cc2)CC1
-1	10	0	19	4	0	i	7	0	7	CN1CCC(=NNC(=O)c2cc(-c3ccc(Cl)cc3)n[nH]2)CC1
1	-3	3	22	-2	-2	i	-8	-2	6	CS(=O)(=O)Cc1ccc(C(=O)NC2CCCc3ccccc32)cc1 (centres undefined)
1	-2	-10	16	19	-1	i	5	1	-11	C=CCn1c(NCc2ccccc2)nc2ccccc21
/	1	0	25	-33	/	i	-33	1	2	COc1ccc(NC(=O)NC(C)(C(F)(F)F)C(F)(F)F)cc1
8	1	3	14	4	-2	i	1	11	3	COc1ccc(OC)c(/C=N/NC(=O)c2cc3c(OC)c(OC)ccc3[nH]2)c1
-3	18	-1	4	15	-1	i	-1	-1	-1	COc1cc(NC(=O)c2cc(C(C)C)on2)c(OC)cc1Cl
-4	4	0	15	-11	2	i	-4	1	-4	CC(=O)c1cccc(NC(=O)Cn2c(=O)oc3cc(S(=O)(=O)N4CCCC4)ccc32)c1
-1	7	-2	11	-6	-1	i	-2	-5	-1	Cn1cnnc1SCC(=O)Nc1ccc(Cl)cc1
7	3	0	2	-7	-1	i	-9	3	-1	Cc1nc2sc(C(c3ccc(F)cc3)N3CCN(C(=O)c4ccco4)CC3)c(O)n2n1 (centres undefined)
-1	1	-1	3	2	-1	i	-2	5	4	O=C(c1cccc(N2C(=O)C3C4C=CC(C4)C3C2=O)c1)N1CCN(c2ccccc2Cl)CC1 (centres undefined)
5	16	-1	19	12	/	i	14	3	3	COc1cccc(NC(=O)c2cc([N+](=O)[O-])ccc2NC(=O)CNCC2CCCO2)c1 (centres undefined)
3	14	2	-2	18	2	i	8	0	-3	COC(=O)C1=CN(c2ccc(OC)cc2)C=C(C(=O)OC)C1c1ccc(C)c([N+](=O)[O-])c1
3	-5	-1	-6	3	-3	i	1	-5	-7	Cc1ccccc1NC(=S)N(C)Cc1cn(C)c2ccccc12
-3	-3	-3	2	-14	0	i	-8	-2	1	CCCCc1ccc(NC(=O)C(=O)NCCN2CCN(C(=O)c3ccc([N+](=O)[O-])cc3)CC2)cc1
-6	4	2	20	11	-2	i	14	4	-3	O=C(CSCc1cccs1)N1CCCC1
0	-2	-1	13	3	-4	i	-3	4	-10	CCOC(=O)C1=C(C)NC2=C(C(=O)CCC2)C1c1coc2ccccc2c1=O (centres undefined)
4	9	1	23	7	1	i	-2	2	3	CCOC(=O)CNC(=O)C(CC(C)C)NC(=O)C1CCCCC1 (centres undefined)
3	-2	8	11	-1	3	i	-4	0	1	CCCN(CCC)C(=O)CC(c1ccccc1)C1CCOC(C)(C)C1 (centres undefined)
-44	5	2	10	18	2	i	15	-6	-1	CCOC(=O)c1sc2nc(C)nc(NCc3ccccc3)c2c1C
8	0	1	26	-2	-2	i	-2	-6	-5	CCOC(=O)N1CCN(S(=O)(=O)c2cc(OCC(=O)NC3CCCCC3)c(C)cc2Cl)CC1
-2	-14	1	5	25	-4	i	-4	-1	-4	N#Cc1cccc(NC(=O)c2ccccc2C(=O)O)c1
6	23	2	22	-6	1	i	-5	0	-4	NC(=O)c1ccc(N2CCN(c3ccccc3F)CC2)c([N+](=O)[O-])c1
0	2	-2	7	4	-1	i	4	/	/	Cc1cccc(C(=O)NC(C)C2CC3CCC2C3)c1 (centres undefined)
0	0	2	25	29	0	i	16	/	-1	CC1CCC(NC(=O)CCNC(=O)c2ccc(Br)cc2)CC1 (centres undefined)
-5	-22	1	7	-4	0	i	4	1	2	Cc1cccc(NC(=S)N2CCn3cccc3C2c2cccnc2)c1 (centres undefined)
15	-3	2	16	1	-1	i	1	-4	7	CCOc1ccc(S(=O)(=O)N2CCC(C(=O)NC3CCCC3)CC2)cc1
7	8	0	32	-4	0	i	-2	-1	0	Cc1ccc(C(=O)Nc2cc(=O)n(C)c(=O)n2C)o1
6	-7	1	7	2	-1	i	-2	2	1	CCn1c(SCCOc2ccc(OC)cc2)nnc1C(CO)NC(=O)c1ccc(OC)cc1 (centres undefined)
0	1	-2	22	26	-1	i	8	-2	-3	Cc1ccc2c(c1)C(c1ccccc1)N(C(=O)c1ccccc1)CC(=O)N2 (centres undefined)

Some of these compounds in order of their number in HSF1 activator, high to low.
HDAC3 inhib	Platelet DG rel	GSK3beta inhib	AI-2 QS mod	HSF1 activator	GSK3 alpha inh	PolyA inh	HSF1 inh	HSP90 refold inh	Dyrk1A ADPGlo	molecule
-6	4	2	20	11	-2	i	14	4	-3	O=C(CSCc1cccs1)N1CCCC1
7	8	0	32	-4	0	i	-2	-1	0	Cc1ccc(C(=O)Nc2cc(=O)n(C)c(=O)n2C)o1
6	23	2	22	-6	1	i	-5	0	-4	NC(=O)c1ccc(N2CCN(c3ccccc3F)CC2)c([N+](=O)[O-])c1

(further entries)
HDAC3 inhib	Platelet DG rel	GSK3beta inhib	AI-2 QS mod	HSF1 activator	GSK3 alpha inh	PolyA inh	HSF1 inh	HSP90 refold inh	Dyrk1A ADPGlo	molecule
2	-2	1	12	-46	0	i	-32	-6	-2	CCOC(=O)N1CCN(Cc2ccc(OCC(O)CN3CCCCC3)cc2)CC1 (centres undefined)
8	-3	-5	14	41	3	i	0	5	-1	Cc1cc([N+](=O)[O-])nn1CC(=O)Nc1ccccn1
1	-1	3	-56	-11	6	i	2	-3	32	O=Nc1onc(-c2ccc([N+](=O)[O-])cc2)c1NO
-2	-9	3	16	-7	-1	i	-9	4	4	COc1ccc2c(c1)C(C)=CC(C)(C)N2S(=O)(=O)c1ccc(Br)cc1
4	2	1	17	7	-2	i	0	/	-3	Cc1cccc(C)c1NC(=O)CN(C)C(=O)c1cccc(-n2cccc2)c1
3	11	12	43	-11	-2	i	1	-1	-2	COc1ccc2cc(C)c3nnc(SCC(=O)Nc4nc(-c5ccccc5)cs4)n3c2c1
8	7	3	5	-11	6	i	-4	-2	9	CC(=O)N1CC(C)Sc2ccc(S(=O)(=O)NC3CCCCC3C)cc21 (centres undefined)
9	6	-4	10	12	-21	i	4	0	-7	O=C1C(=O)N(Cc2cccnc2)C(c2ccccn2)/C1=C(/O)c1ccc(Br)cc1 (centres undefined)
6	5	-1	25	-3	1	i	-2	1	-2	O=C(/C=C/c1ccco1)Nc1ccccc1N1CCCCC1
-1	-3	-1	17	15	-5	i	5	0	-1	CCc1ccc(NC(=O)C/C(C)=N/NC(=O)COc2ccccc2C)cc1
5	-10	2	2	/	-3	i	/	5	4	O=C(O)CCC(=O)N(Cc1cccnc1)Cc1cccc(F)c1
?	-1	3	12	5	12	i	-4	-1	4	COc1ccccc1NC(=O)C1CCCN1S(=O)(=O)c1cccc2nsnc12 (centres undefined)
-1	-34	0	12	-4	-3	/	1	-3	0	Cc1[nH]c(=O)[nH]c(=O)c1NS(=O)(=O)c1ccccc1
